Screening results from PubChem BioAssay.
CHRM1 antagonist = antagonists of human M1 muscarinic receptor; P11229; CHO-K1 hM1, Fluo-8 calcium fluorescence, ACh EC80 antagonist; inhibition, % at 3 µM; hit rate 1.3% among 360,000;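 active means percent inhibition above its own plate's cutoff, namely the mean of that plate's compound wells plus 3 SD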;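 further: peak over basal fluorescence ratio during 140 s after agonist addition; 0% = ACh EC80 plus DMSO and 100% = DMSO alone without agonist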
Target sequence (P11229 whole entry, looked up): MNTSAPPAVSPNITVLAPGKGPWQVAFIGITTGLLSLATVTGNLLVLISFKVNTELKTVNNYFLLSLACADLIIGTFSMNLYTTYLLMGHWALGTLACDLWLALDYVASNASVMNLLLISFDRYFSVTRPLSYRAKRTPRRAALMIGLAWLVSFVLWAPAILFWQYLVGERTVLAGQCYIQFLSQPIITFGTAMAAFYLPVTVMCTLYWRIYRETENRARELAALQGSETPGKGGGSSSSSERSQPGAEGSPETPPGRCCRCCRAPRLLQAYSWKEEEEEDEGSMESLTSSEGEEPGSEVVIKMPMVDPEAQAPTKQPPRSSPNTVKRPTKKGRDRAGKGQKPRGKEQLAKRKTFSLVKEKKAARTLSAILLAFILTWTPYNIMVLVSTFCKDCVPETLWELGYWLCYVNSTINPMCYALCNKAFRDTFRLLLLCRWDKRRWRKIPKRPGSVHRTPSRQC
M1 PAM = potentiates human M1 receptor response to acetylcholine | P11229 | activation, % at 3 µM | CHO-K1 hM1, Fluo-8 calcium fluorescence, ACh EC20; 0% = ACh EC20, 100% = maximal ACh | hit rate 0.088% among 360,000; in the data active means activation above about 19%, passing the limit was not always enough
M1 PAM parental = M1 PAM counterscreen hit in parental CHO-K1 cells. activation, % at 3 µM. hit rate 0.02% among 360,000. ATP EC20, Fluo-8 calcium fluorescence; 0% at ATP EC20, 100% at ATP max;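 active means activation above the run cutoff, the mean activation of all test compounds plus 3 SD, cut at about 40% in these data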;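 further: peak over basal fluorescence ratio in a 140 s read after ATP addition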
M1 ag parental = counter-screen for M1 agonists: effect in parental CHO-K1 cells. hit rate 0.48% among 360,000. activation, % at 3 µM. Fluo-8 calcium fluorescence; scaled to maximal ATP response, vehicle zero; in the data active means activation above about 15%;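 further: untransfected CHO-K1 host cells lacking M1 receptor as counterscreen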
TAAR1 ag = agonists of human TAAR1 | Q96RJ0 | CHO RD-HGA16 TAAR1, Fluo-8 calcium fluorescence; vehicle wells 0%, saturating PEA agonist 100% | activation, % at 3 µM | hit rate 0.99% among 360,000;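 active means activation above the mean activation of all test compounds in the run plus 3 SD, cut at about 38% in these data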
Target sequence (Q96RJ0 whole entry, looked up): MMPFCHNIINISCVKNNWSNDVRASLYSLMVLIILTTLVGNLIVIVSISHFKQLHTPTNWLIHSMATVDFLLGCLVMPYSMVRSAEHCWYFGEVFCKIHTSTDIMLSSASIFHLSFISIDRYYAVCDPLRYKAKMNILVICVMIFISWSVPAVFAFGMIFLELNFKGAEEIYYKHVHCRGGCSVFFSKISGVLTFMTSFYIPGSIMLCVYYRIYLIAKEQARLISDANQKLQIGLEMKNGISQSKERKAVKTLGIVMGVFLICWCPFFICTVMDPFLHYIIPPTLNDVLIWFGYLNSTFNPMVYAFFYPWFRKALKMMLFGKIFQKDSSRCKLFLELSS
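Assay system – CHO-derived RD-HGA16 cells with stable Gα16 and human TAAR1 · Compound dosing – one-point dosing at 3 µM (nominal) · Incubation – 17-24 h seeding, 75 min 37 °C dye, 30 min RT · Measured by – kinetic Fluo-8 calcium fluorescence · Control set – DMSO vehicle as 0%, PEA at EC100 as 100% · Repeats – single well for each compound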
CHO parental Ca = counter-screen for OX1R antagonists: effect in parental CHO cells. inhibition, % at 5.6 µM. hit rate 0.63% among 330,000. parental CHO-K1, ATP-induced calcium, Fluo-8 fluorescence. AID 463079;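 active means inhibition above that plate's mean sample inhibition plus 3 SD, cut at about 26% in these data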;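 further: 0% = ATP-challenged DMSO wells and 100% = DMSO wells without ATP; some compounds past the cut are filed as inactive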
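Material: parental CHO cells / Compound: single nominal dose of 5.6 µM per compound / Signal: Fluo-8 fluorescence / Replicates: singlicate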
CHRM1 agonist = agonists of human M1 muscarinic receptor | P11229 | CHO-K1 hM1, Fluo-8 calcium fluorescence, agonist mode; 0% DMSO, 100% acetylcholine EC100 | activation, % at 3 µM | hit rate 0.33% among 360,000;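 active means activation above the run's mean compound activation plus 3 SD, cut at about 16% in these data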;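 further: peak over basal fluorescence ratio within a 140 s kinetic read after compound addition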
CHO-K1 Ca antag = counter-screen for M1 antagonists: effect in parental CHO-K1 cells | inhibition, % at 3 µM | ATP-induced calcium, Fluo-8 fluorescence | hit rate 0.6% among 360,000;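 active means inhibition above a per-plate cutoff, the plate's mean sample inhibition plus 3 SD, cut at about 24% in these data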;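 further: 0% = DMSO plus EC80 ATP and 100% = DMSO alone without ATP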
TAAR1 antagonist = human TAAR1 antagonism. Q96RJ0. CHO RD-HGA16 TAAR1, Fluo-8 calcium fluorescence, antagonist. inhibition, % at 3 µM. hit rate 1.5% among 360,000;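 active means inhibition above a per-plate cutoff, the mean inhibition of test compounds on that plate plus 3 SD, cut at about 49% in these data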;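 further: 0% = DMSO plus EC80 beta-PEA response and 100% = DMSO alone without agonist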
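Test system: RD-HGA16 CHO cells with stable hTAAR1 and Gα16 / Probe or stimulus: EC80 β-phenethylamine stimulus / Times: seeding 17-24 h prior, 75-min 37 °C, 30-min RT dye loading / Detection: Fluo-8 calcium-sensitive fluorescence / Read-out basis: % inhibition scaled between DMSO and EC80 PEA controls / Repeats: singlicate, one well per test compound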
Active calls of the source: *; x = not tested or not shown.

mol,M1 PAM parental,M1 PAM,CHO-K1 Ca antag,CHRM1 agonist,TAAR1 ag,CHO parental Ca,TAAR1 antagonist,M1 ag parental,CHRM1 antagonist
CCOc1ccccc1C(=O)Nc1cccc2cccnc12,-8,13,3,-6,4,-18,-20,-0.4,-16
Cn1cc(CC(=O)NC2CCCCC2)c2ccccc21,18,13,-8,-9,3,-12,-6,0.3,-9
CNC(=O)COC(=O)c1cc(F)c(F)cc1Cl,16,6,-6,-2,1,-11,4,0.3,-28
N#CC(c1ccccc1)c1ccc(=O)[nH]n1 (stereo not given),11,8,3,-5,-1,1,11,0.1,-6
O=C1c2oc3ccccc3c(=O)c2C(c2cccc(F)c2)N1CCCO (stereo not given),-7,1,13,-2,2,-11,1,0.2,1
Cc1ccccc1C(=O)Nc1ccccc1,16,8,-6,-5,-1,-1,-3,0.1,-10
CSc1ccc(CNC(=O)C2Cc3cc(S(=O)(=O)N4CCCC4)ccc3N2C(C)=O)cc1 (stereo not given),-12,5,-8,-5,5,-7,-13,1.6,-3
Oc1ccc(-c2nnc(-c3ccc(O)cc3)nn2)cc1,12,7,-1,3,18,0,1,1.8,-12
CCOC(=O)CC(=O)CSc1nc2c(c(C)c1C#N)CCC2,15,3,-4,-4,13,-6,-4,1.1,-5
CCOc1cc(/C=N/Nc2cc(C)nc(-n3nc(C)cc3C)n2)ccc1O,10,1,2,-3,-1,-13,-8,7.8,8
COc1ccc(NC(=O)CCCSc2ccccc2)cc1S(N)(=O)=O,-13,7,-10,0,-3,17,11,0.8,-9
COc1ccc(C(=O)NC2CCN(CC(=O)NCc3ccccc3F)CC2)cc1,-5,2,-11,-4,0,1,-8,0.3,-11

Continued:
mol,M1 PAM parental,M1 PAM,CHO-K1 Ca antag,CHRM1 agonist,TAAR1 ag,CHO parental Ca,TAAR1 antagonist,M1 ag parental,CHRM1 antagonist
Clc1ccc(-c2ccc(CN3CCCCC3)o2)cc1,2,-8,-6,-8,5,-15,-16,0.6,16
Cc1ccccc1-c1noc(-c2ccccc2F)n1,-6,-2,8,-4,16,-11,-18,-0.5,7
CCC(C)c1ccccc1NC(=O)COC(=O)CCc1cc(OC)c(OC)c(OC)c1 (stereo not given),23,-6,-18,-5,1,-27,-7,3.4,8
CCn1c(C)cc(/C=C2/NC(=O)N(c3ccccc3)C2=O)c1C,4,6,3,-8,-1,-2,0,0.2,-5
CN(C(=O)COC(=O)c1cc(=O)[nH]c2ccccc12)c1ccccc1,-17,11,6,4,7,-12,-21,-0.3,-11
O=C(CSc1nnc(-c2ccncc2)o1)Nc1cc(F)ccc1F,-20,7,18,-3,2,8,3,-0.2,-7
CCCc1[nH]nc2c1C(c1ccccc1OCC)C(C#N)=C(N)O2 (stereo not given),17,5,-9,-5,1,-9,2,-0.1,-2
COc1ccc(CCNCC(O)Cn2c3ccccc3c3ccccc32)cc1OC (stereo not given),2,6,12,11,18,16,5,7.7,1
CCCOP(=O)(c1ccc(N(C)C)cc1)C(O)c1ccc(Cl)cc1 (stereo not given),1,15,-12,-4,2,-13,-7,1.7,-15
Cc1ccc(C)c(Cn2nc3c4ccccc4n(Cc4ccccc4)cc-3c2=O)c1,19,-7,-8,64*,-1,x,5,0.3,62*
CCCCn1c(=N)n(CC(=O)c2ccc(Br)s2)c2ccccc21,12,-1,-2,1,20,-1,-11,7.1,-1
CCCn1c(C)cc(C(=O)CN2C(=O)c3ccccc3C2=O)c1C,12,6,-5,-2,3,-10,-5,0.7,-9

(continued)
mol,M1 PAM parental,M1 PAM,CHO-K1 Ca antag,CHRM1 agonist,TAAR1 ag,CHO parental Ca,TAAR1 antagonist,M1 ag parental,CHRM1 antagonist
C=CCNc1nc(NCc2ccccc2)c(C#N)c2c1CN(C)CC2,-4,0,17,-6,19,-16,1,0.5,1
CCSc1nnc(-c2sc3nnc(-c4ccccc4)c(-c4ccccc4)c3c2N)o1,8,1,7,5,24,15,35,3.4,1
CCOC(=O)C1CCCCN1S(=O)(=O)c1cc2c(cc1C)NC(=O)CO2 (stereo not given),3,5,4,0,1,4,12,1.3,-10
S=C(Nc1ccccc1)Nc1ccc2ccccc2c1,-5,-2,-8,-1,6,x,14,2.5,-3
CC1CCN(CCC(=O)Nc2ccc(F)c(F)c2)CC1,22,-2,-11,-5,3,-11,-7,1.3,8
CCCCN(C)c1c(C)nc2ccc(C(=O)NCCCn3ccnc3)cn12,5,-5,-2,-9,5,x,-22,-0.6,3
O=C(Nc1cccc2oc(=O)ccc12)c1ccc([N+](=O)[O-])cc1[N+](=O)[O-],-8,2,10,-3,9,9,-29,-0.2,2
CCNC(=O)C1CCCN(Cc2ccc(OCc3ccccc3)cc2)CC1 (stereo not given),18,-17,-10,-8,1,x,-10,0.7,17
COc1ccc(CCNC(=O)c2cc(C3CC3)nc3c2cnn3C(C)C)cc1OC,11,5,-12,-6,7,-22,9,2.3,-7
CCc1nc2sc(C(C)=O)c(N)c2c2c1CCCC2,1,2,-1,-9,-1,-20,4,2.1,17
NC(c1csc(Nc2cnccn2)n1)c1ccccc1Cl (stereo not given),15,9,-10,-3,1,x,-16,0.9,-21
CC(C)CC(=O)Nc1nnc(SCC(=O)NCc2ccc3c(c2)OCO3)s1,25,8,-22,-5,0,6,-23,1.0,-10

Additional entries follow.
mol,M1 PAM parental,M1 PAM,CHO-K1 Ca antag,CHRM1 agonist,TAAR1 ag,CHO parental Ca,TAAR1 antagonist,M1 ag parental,CHRM1 antagonist
CC(C)C(=O)NC(=S)Nc1ccccc1C(=O)Nc1ccccc1,23,3,-7,-8,0,-14,-3,0.7,-1
CCCCCCN1CC(C(=O)OCC)C(=O)C1=O (stereo not given),21,-3,-4,-3,0,-4,-28,1.6,4
Cc1nnc(NC(=O)CSc2ccccc2N)s1,-8,0,-1,-3,4,3,1,0.1,2
O=C(c1cn(-c2ccccc2)nc1-c1cccc(Br)c1)N1CCOCC1,-1,-5,0,-6,7,-27,28,3.0,5
CCN(CC)C(=O)C1=C(C)N(Cc2ccc(C(C)(C)C)cc2)C(=O)C(CC(=O)NC(c2ccccc2)c2ccccc2)C1 (stereo not given),-8,9,5,0,-1,x,14,-0.1,-19
Cn1c(=N)n(CC(O)c2cccs2)c2ccccc21 (stereo not given),21,1,-7,-5,1,-3,-20,0.2,-5
CCOC(=O)C1(C)CCN1C(=O)c1c(F)cccc1F (stereo not given),6,10,3,-3,1,x,-4,0.2,-13
CCn1c(SCCC(C)C)nnc1-c1c[nH]c2ccccc12,23,10,-20,1,0,0,4,4.5,-12
Cc1c(C(=O)N(C)Cc2nc3ccccc3c(=O)[nH]2)oc2ccccc12,25,2,-18,1,1,-23,-6,1.2,-11
CCCSc1nc(C)cc(C)c1C(N)=O,13,5,-8,-1,10,17,-3,0.6,-12
CCCCOC(=O)Nc1ccccc1C(=O)N1CCCC1,21,2,-6,-8,0,-8,-18,0.9,0
Cc1c(C(=O)NCCN2CCOCC2)sc2nc(-c3ccc(F)cc3)cn12,18,3,-25,0,6,-15,5,3.8,-23

Next section:
mol,M1 PAM parental,M1 PAM,CHO-K1 Ca antag,CHRM1 agonist,TAAR1 ag,CHO parental Ca,TAAR1 antagonist,M1 ag parental,CHRM1 antagonist
O=C(C=C(O)c1ccc(Cl)cc1)C(=O)NNC(=O)C(O)(c1ccccc1)c1ccccc1,3,0,-1,-1,2,x,5,0.7,-1
CC(=O)c1cccc(NC(=S)Nc2ccn(Cc3cccc4ccccc34)n2)c1,-13,9,0,2,6,-19,13,-0.9,-7
CCc1cccc(C)c1NC(=O)C1CCCN(S(C)(=O)=O)C1 (stereo not given),3,6,4,-3,2,4,-21,0.5,-12
Cc1ccc(S(=O)(=O)N(C)C)cc1NC(=O)c1ccccc1SCC(=O)N1CCCC1,16,-2,-4,-3,10,-27,8,4.4,1
N#CC(C(=O)Nc1ccc(Cl)cc1)=C1Nc2ccccc2N1,12,13,7,1,-2,-25,0,0.4,-17
CCNc1nc(NCC)n2c(SCC(=O)N3CC4(C)CC3CC(C)(C)C4)nnc2n1 (stereo not given),21,6,-15,-8,3,-13,-3,0.5,-5
C=Cc1ccc(Cn2c(C)c(C(=O)NCc3ccc(Cl)c(Cl)c3)sc2=O)cc1,21,4,-9,0,-1,x,-3,1.1,-10
Cc1ccc(S(=O)(=O)c2nc(-c3ccccc3Cl)oc2NCCCN2CCOCC2)cc1,-1,-2,-2,-3,0,-6,-8,2.3,14
COc1ccc(-c2cc(C(=O)N3CCN(c4ccccn4)CC3)c3ccccc3n2)cc1,15,-10,1,0,20,-27,53*,4.7,30*

14 successive records from above:
mol,M1 PAM parental,M1 PAM,CHO-K1 Ca antag,CHRM1 agonist,TAAR1 ag,CHO parental Ca,TAAR1 antagonist,M1 ag parental,CHRM1 antagonist
CCn1c(SCCC(C)C)nnc1-c1c[nH]c2ccccc12,23,10,-20,1,0,0,4,4.5,-12
Cc1c(C(=O)N(C)Cc2nc3ccccc3c(=O)[nH]2)oc2ccccc12,25,2,-18,1,1,-23,-6,1.2,-11
CCCSc1nc(C)cc(C)c1C(N)=O,13,5,-8,-1,10,17,-3,0.6,-12
CCCCOC(=O)Nc1ccccc1C(=O)N1CCCC1,21,2,-6,-8,0,-8,-18,0.9,0
Cc1c(C(=O)NCCN2CCOCC2)sc2nc(-c3ccc(F)cc3)cn12,18,3,-25,0,6,-15,5,3.8,-23
O=C(C=C(O)c1ccc(Cl)cc1)C(=O)NNC(=O)C(O)(c1ccccc1)c1ccccc1,3,0,-1,-1,2,x,5,0.7,-1
CC(=O)c1cccc(NC(=S)Nc2ccn(Cc3cccc4ccccc34)n2)c1,-13,9,0,2,6,-19,13,-0.9,-7
CCc1cccc(C)c1NC(=O)C1CCCN(S(C)(=O)=O)C1 (stereo not given),3,6,4,-3,2,4,-21,0.5,-12
Cc1ccc(S(=O)(=O)N(C)C)cc1NC(=O)c1ccccc1SCC(=O)N1CCCC1,16,-2,-4,-3,10,-27,8,4.4,1
N#CC(C(=O)Nc1ccc(Cl)cc1)=C1Nc2ccccc2N1,12,13,7,1,-2,-25,0,0.4,-17
CCNc1nc(NCC)n2c(SCC(=O)N3CC4(C)CC3CC(C)(C)C4)nnc2n1 (stereo not given),21,6,-15,-8,3,-13,-3,0.5,-5
C=Cc1ccc(Cn2c(C)c(C(=O)NCc3ccc(Cl)c(Cl)c3)sc2=O)cc1,21,4,-9,0,-1,x,-3,1.1,-10
Cc1ccc(S(=O)(=O)c2nc(-c3ccccc3Cl)oc2NCCCN2CCOCC2)cc1,-1,-2,-2,-3,0,-6,-8,2.3,14
COc1ccc(-c2cc(C(=O)N3CCN(c4ccccn4)CC3)c3ccccc3n2)cc1,15,-10,1,0,20,-27,53*,4.7,30*
